TRPV1 ag: HTS Assay for Compounds that Act as Agonists of the Vanilloid Receptor 1; TRPV1-expressing cells, Fluo-8 calcium influx, agonist mode; actives 0.19% (n = 320,000); Transient receptor potential cation channel subfamily V member 1 (Homo sapiens), Q8NER1; activation, % at 8.33 µM; in the data active = activation above about 80%; inconclusive = between about 30% and that limit; also: 0% is about no effect
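Fluo-8 calcium influx in TRPV1-expressing cells, kinetic read (ex 480/em 520 nm). Compound added and read 3 min for agonist activity, followed by capsaicin at EC20 final and 2 min further read for enhancement.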
KCNH2 WT inh: qHTS for Inhibitors of KCHN2 3.1: Wildtype qHTS; actives 0.37% (n = 340,000); U2OS, BacMam KCNH2, thallium flux FluxOr; stronger effect = lower value; Voltage-gated inwardly rectifying potassium channel KCNH2 (Homo sapiens), Q12809; activity change, % at 1.84 µM;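 active = maximum activity change below -70%; inconclusive = maximum activity change between -70% and -50%; inactive = maximum activity change above -50%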; also: % is scaled to controls: 0 for no effect and ±100 for the full control effect
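U2OS cells were transduced with wild-type KCNH2 virus (2.03 x 10^8 / mL) for 4 h at room temperature, then cultured overnight at 37 C. Thallium flux was read with FluxOr dye. Rate constants were normalized to DMSO controls.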
Menin MLL FP TR: qHTS Assay for Inhibitors Targeting the Menin-MLL Interaction in MLL Related Leukemias: Competition With Texas Red Labeled MLL-derived Mutant Peptide; Menin + Texas Red MLL mutant peptide, fluorescence polarization; Potency, µM (top dose mostly 61.6 µM), without a hit: at the highest dose FP activity change, negative = inhibition, usual class: inhibitors; O00255; actives 0.23% (n = 270,000); active = well fitted inhibition curve with a large enough effect in the polarisation, with a control signal flat, not every such curve was filed as active; inconclusive = small, poorly fitted or top-dose-only effect, or effect the other way, or a change in a side signal; inactive = no such curve, though single readings can be large or run the other way; the % refers to the polarisation; also: potency is read from the fitted curve at half-maximal effect; % of control where 0% means no effect; many of its hits are not listed in these tables
USP2a inh: qHTS Assay for Inhibitors of Ubiquitin-specific Protease USP2a Using CHOP2 as the Reporter; USP2 core, Ub-CHOP2 coupled fluorogenic reporter, 485/531; Potency, µM (highest dose often 38.3 µM), for the others: at the highest dose activity change, negative = inhibition, usual class: inhibitors; actives 0.01% (n = 330,000);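 also: potency is read from the fitted curve at half-maximal effect; plate controls were DMSO wells for no effect and full inhibition by NEM control for full effect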
Target sequence (O75604 whole entry, looked up): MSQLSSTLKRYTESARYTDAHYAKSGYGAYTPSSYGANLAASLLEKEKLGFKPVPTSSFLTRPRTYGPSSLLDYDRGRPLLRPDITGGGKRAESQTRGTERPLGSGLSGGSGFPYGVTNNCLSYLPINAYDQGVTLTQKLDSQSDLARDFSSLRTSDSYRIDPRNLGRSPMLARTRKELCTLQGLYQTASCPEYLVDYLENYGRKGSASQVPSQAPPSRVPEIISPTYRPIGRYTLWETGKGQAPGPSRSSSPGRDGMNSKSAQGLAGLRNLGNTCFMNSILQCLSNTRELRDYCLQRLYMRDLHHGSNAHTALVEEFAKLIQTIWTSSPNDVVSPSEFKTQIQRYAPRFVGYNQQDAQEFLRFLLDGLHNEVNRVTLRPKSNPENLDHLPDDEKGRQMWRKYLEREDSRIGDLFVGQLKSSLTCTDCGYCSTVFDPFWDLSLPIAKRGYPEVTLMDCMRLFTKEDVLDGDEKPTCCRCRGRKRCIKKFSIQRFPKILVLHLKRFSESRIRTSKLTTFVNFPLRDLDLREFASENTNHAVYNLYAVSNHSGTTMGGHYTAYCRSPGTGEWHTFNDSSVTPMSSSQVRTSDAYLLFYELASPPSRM
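Cell-free coupled assay: 10nM USP2 core preincubated 30min RT with compound in Tris-HCl pH 8.0/CaCl2/CHAPS buffer, then 25nM Ub-CHOP2 and 25nM reporter substrate; fluorescence (Ex 485/Em 531) read after 60min RT, normalized to NEM inhibition, concentration-response curves fitted.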
KCNH2 3.1 inh: qHTS for Inhibitors of KCHN2 3.1: Mutant qHTS; U2OS KCNH2 3.1, thallium flux FluxOr; stronger effect = lower value; activity change, % (tested at about 1.8 µM); Potassium voltage-gated channel subfamily H member 2, brain isoform KCNH2 3.1 (human); actives 0.95% (n = 340,000);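 active = maximum activity change below -70%; inconclusive = maximum activity change from -70% to -50%; inactive = maximum activity change above -50%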;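 also: thallium influx rate constant from kinetic fluorescence after stimulation buffer; % is scaled to controls: 0 for no effect and ±100 for the full control effect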
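Channel expression came from 3.1 mutant virus (1.77 x 10^8 /mL) applied to suspended U2OS cells for 4 h. Flux was tracked with FluxOr dye plus Red40 quencher, and kinetic rate constants normalized to controls.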
PKM2 activator: qHTS Assay for Activators of Human Muscle isoform 2 Pyruvate Kinase | Pyruvate kinase PKM (Homo sapiens), P14618 | purified PKM2, Kinase-Glo ATP luminescence, activation; response scale: 0% is enzyme alone, no compound | Potency, µM (series often up to 57.5 µM), for the others: top-dose activation, most hits filed as activators | actives 0.34% (n = 260,000); also: potency is read from the fitted curve at half-maximal effect; % is scaled to controls: 0 for no effect and ±100 for the full control effect; nearly all actives have a fitted effect of over 55% in size
Target sequence (P14618 whole entry, looked up, canonical isoform): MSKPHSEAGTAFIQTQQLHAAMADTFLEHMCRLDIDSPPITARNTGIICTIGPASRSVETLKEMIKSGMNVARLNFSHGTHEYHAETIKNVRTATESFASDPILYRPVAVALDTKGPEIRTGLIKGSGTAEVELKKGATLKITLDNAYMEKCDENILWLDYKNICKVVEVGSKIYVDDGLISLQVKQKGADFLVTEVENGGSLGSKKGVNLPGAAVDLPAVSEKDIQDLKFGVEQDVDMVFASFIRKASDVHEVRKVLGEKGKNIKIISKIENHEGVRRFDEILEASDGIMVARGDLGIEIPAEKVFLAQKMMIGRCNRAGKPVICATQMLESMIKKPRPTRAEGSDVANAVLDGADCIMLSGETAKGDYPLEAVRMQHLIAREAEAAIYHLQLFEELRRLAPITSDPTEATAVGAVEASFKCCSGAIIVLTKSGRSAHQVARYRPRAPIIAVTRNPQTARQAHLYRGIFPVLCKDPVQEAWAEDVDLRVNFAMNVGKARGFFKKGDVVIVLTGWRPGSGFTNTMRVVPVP
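ATP formation by purified human PK-M2, quantified via coupled luciferase luminescence after 1 h at room temperature with 0.1 mM ADP and 0.5 mM PEP final.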
CXXC DNA block: qHTS Fluorescence Polarization Assay for Inhibitors of MLL CXXC domain - DNA interaction | MLL-CXXC / FITC-HOXA9 DNA fluorescence polarization | Potency, µM (doses to about 115 µM), inactives show at the top dose activity change, negative = inhibition, most hits filed as inhibitors | actives 0.037% (n = 290,000) | Histone-lysine N-methyltransferase 2A (Homo sapiens), Q03164; active = well fitted inhibition curve with a large enough effect in the polarisation, with a control signal flat, not every such curve was filed as active; inconclusive = small, poorly fitted or top-dose-only effect, or effect the other way, or a change in a side signal; inactive = no such curve, though single readings can be large or run the other way; the % refers to the polarisation; also: potency is read from the fitted curve at half-maximal effect
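Fluorescence polarization: 7 uM MLL-CXXC (stock) preincubated 5 min with compounds, then 50 nM fluorescein-HOX-A9 DNA (stock) added; 30 min ambient. Buffer 50 mM Tris-HCl pH 7.5, 50 mM NaCl, 1 mM DTT, 0.05% BSA.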
Coupling enz: qHTS Assay for Inhibitors of Fructose-1,6-bisphosphate Aldolase from Giardia Lamblia: Coupling assay counterscreen; actives 0.67% (n = 290,000); coupling enzyme system counterscreen, AmpLite Red fluorescence; activity change, negative = inhibition, % at 58.2 µM, hits read low; in the data active = activity change below about -30%; also: % is scaled to controls: 0 for no effect and ±100 for the full control effect
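Coupling enzymes only (glyceraldehyde-3-phosphate) + compound, at 57.5 uM final, 10 min RT; add substrate/coupling/AmpLite Red mix, 20 min RT; fluorescence ex 525/em 598 nm. Actives flag coupling-system interference.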
GALK inh: qHTS Assay for Inhibitors of Human Galactokinase (GALK) | Potency, µM (top dose mostly 57.5 µM), without a hit: at the top dose activity change, negative = inhibition, most hits filed as inhibitors | actives 0.007% (n = 270,000) | Purified GALK, Kinase-Glo residual ATP luminescence | AID 1868, 2009; also: potency is read from the fitted curve at half-maximal effect; % is scaled to controls: 0 for no effect and ±100 for the full control effect
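Compounds were pin-transferred into ATP buffer (35 uM final), then GALK plus galactose (5 nM, 100 uM final) was added. After 1 h at room temperature, Kinase-Glo Plus was added and luminescence read after 10 min.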
B2AR arrestin: qHTS assay of beta-arrestin-biased ligands of beta2-adrenergic receptor; Beta-2 adrenergic receptor (Homo sapiens), P07550; Potency, µM (top dose mostly 46.1 µM), for the others: top-dose activation, most hits filed as activators; beta-arrestin recruitment to beta2AR, cell-based reporter; actives 0.02% (n = 330,000);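 also: potency is read from the fitted curve at half-maximal effect; 0% = DMSO controls and full agonism = EC100 isoproterenol or metaproterenol; nearly all actives have a fitted effect of over 65% in size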
Giardia killer: Small Molecules that selectively kill Giardia lamblia: qHTS; Giardia lamblia trophozoite viability; activity change, % at 7.66 µM, hits read low; actives 0.15% (n = 340,000); in the data active = activity change below about -80%; inconclusive = between about -30% and that limit;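 also: parasites exposed to compound for two days anaerobically before the ATP read; % is scaled to controls: 0 for no effect and ±100 for the full control effect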
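Giardia lamblia trophozoites (100 cells/well) were incubated with compounds for 48 h at 37 deg C under anaerobic conditions. Viability was read as ATP content by one-step luminescence after 15-30 min at room temperature.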
* = called active by the depositor; & = joins results of further samples. Unless noted, calls follow the shape of the dose curve; as a rule, active = well fitted curve in the direction sought with a large enough effect; inconclusive = small, poorly fitted or top-dose-only effect, or another doubt; inactive = no such curve, though single readings can be large; an effect the other way counts as inactive or inconclusive.

`COc1cc(/C=C2\C(=O)ON=C2c2ccccc2)cc(Br)c1O` gave TRPV1 ag 0, KCNH2 WT inh 9, Menin MLL FP TR inconclusive, USP2a inh 4%, KCNH2 3.1 inh 3, CXXC DNA block 28%, Coupling enz -2, GALK inh inconclusive, B2AR arrestin -1.5% and Giardia killer -5.
Screening Cc1ccc(C)c(NC(=O)COC(=O)CNC(=O)c2ccccc2Cl)c1 returned TRPV1 ag 0, KCNH2 WT inh -11, Menin MLL FP TR -6%, USP2a inh 2%, KCNH2 3.1 inh -7, PKM2 activator 14%, CXXC DNA block -4%, Coupling enz 5, GALK inh 13%, B2AR arrestin -0.2% and Giardia killer 4.
Screening CCOC(=O)CSc1ncnc2c1sc1nc(N3CCOCC3)c3c(c12)CCCC3 returned TRPV1 ag 0, KCNH2 WT inh -5, Menin MLL FP TR 0%, USP2a inh -4%, KCNH2 3.1 inh 14, PKM2 activator 3%, CXXC DNA block 16%, Coupling enz 3, GALK inh 0%, B2AR arrestin 0.2% and Giardia killer -1.
Cc1ccc(C(C)NC(=O)Cc2cccs2)cc1C (stereo not given) was read as TRPV1 ag -3, KCNH2 WT inh -4, USP2a inh 5%, KCNH2 3.1 inh 10, PKM2 activator 3%, CXXC DNA block -3%, GALK inh -4%, B2AR arrestin 0.4% and Giardia killer -9.
For COc1ccc(C(=O)NCCS(=O)(=O)NCc2ccccc2)cc1 the results were TRPV1 ag 2, KCNH2 WT inh -2, USP2a inh 1%, KCNH2 3.1 inh 4, B2AR arrestin 3.0% and Giardia killer 8.
For CCOCCCNC(=O)Cc1ccc(OC)c(OC)c1 the results were TRPV1 ag 0, KCNH2 WT inh -1, Menin MLL FP TR 18%, USP2a inh -1%, KCNH2 3.1 inh -3, PKM2 activator 8%, CXXC DNA block 3%, Coupling enz -1, GALK inh 0%, B2AR arrestin -0.5% and Giardia killer 13.
COC(=O)c1ccc(COc2ccc(-c3nn[nH]n3)cc2)cc1 was read as TRPV1 ag 1, KCNH2 WT inh 0, Menin MLL FP TR 15%, USP2a inh 1%, KCNH2 3.1 inh -7, PKM2 activator 5%, CXXC DNA block -7%, Coupling enz 16, GALK inh -1%, B2AR arrestin -0.3% and Giardia killer -4.
`CC1(C)Cc2ccccc2-c2nnc(-c3ccc(O)cc3)n21` gave TRPV1 ag -2, KCNH2 WT inh -3, Menin MLL FP TR -3%, USP2a inh -1%, KCNH2 3.1 inh 3, PKM2 activator -1%, CXXC DNA block 6%, Coupling enz -1, GALK inh 6%, B2AR arrestin -0.6% and Giardia killer 9.
`COC(=O)c1ccccc1NC(=O)CSc1n[nH]c(-c2ccncc2)n1` gave TRPV1 ag -1, KCNH2 WT inh -7, USP2a inh 1%, KCNH2 3.1 inh 5, PKM2 activator -1%, CXXC DNA block -5%, GALK inh -4%, B2AR arrestin -0.9% and Giardia killer 12.
For COc1ccc(S(=O)(=O)c2cnc3ccccc3n2)cc1 the results were TRPV1 ag 2, KCNH2 WT inh -3, Menin MLL FP TR -4%, USP2a inh 1%, PKM2 activator inconclusive, CXXC DNA block 2%, Coupling enz 9, GALK inh 11%, B2AR arrestin 0.1% and Giardia killer -5.
For CCSc1nnc(CCNC(=O)OC(C)(C)C)o1 the results were TRPV1 ag 1, KCNH2 WT inh 5, Menin MLL FP TR -11%, USP2a inh -1%, KCNH2 3.1 inh 11, PKM2 activator -1%, CXXC DNA block -3%, Coupling enz 2, GALK inh 1%, B2AR arrestin 0.5% and Giardia killer 5.
`Cc1cc(-c2n[nH]c(=S)o2)c(C)n1-c1ccccc1` gave TRPV1 ag -3, KCNH2 WT inh 22, Menin MLL FP TR -6%, USP2a inh 3%, KCNH2 3.1 inh 8, PKM2 activator -11%, CXXC DNA block 5%, Coupling enz 8, GALK inh -5%, B2AR arrestin 8.9% and Giardia killer -2.
CCN(CC)C(=O)CN1C(=O)C2(OCC(C)(C)CO2)c2ccccc21 was read as TRPV1 ag 14, KCNH2 WT inh -6, USP2a inh 0%, KCNH2 3.1 inh -48, B2AR arrestin 0.1% and Giardia killer 22.
`COc1ccc(COc2cc(-c3cccc(OC)c3)nc3ccc(NC(=O)c4ccc(N(C)C)cc4)cc23)cc1` gave TRPV1 ag -1, KCNH2 WT inh 0, Menin MLL FP TR 16%&20%, USP2a inh 1%, KCNH2 3.1 inh -6, PKM2 activator 1%, CXXC DNA block -10%, Coupling enz 0&1, B2AR arrestin -0.3% and Giardia killer -3.
CC1=C(C(N)=O)C(c2ccc(C)o2)C(C(N)=O)=C(C)N1 was read as TRPV1 ag 28, KCNH2 WT inh 2, Menin MLL FP TR 3%, USP2a inh 2%, KCNH2 3.1 inh -2, PKM2 activator 6%, CXXC DNA block 3%, Coupling enz 0, GALK inh 0%, B2AR arrestin -0.1% and Giardia killer -9.
For CCN(c1ccccc1)S(=O)(=O)c1cc(C(=O)Nc2ccc(F)c(F)c2)ccc1F the results were TRPV1 ag 3, KCNH2 WT inh 3, Menin MLL FP TR inconclusive, USP2a inh 2%, KCNH2 3.1 inh -30, PKM2 activator 1%, CXXC DNA block -5%, Coupling enz 1, GALK inh -2%, B2AR arrestin -0.2% and Giardia killer -5.
Cn1ccnc1C(O)c1cc(C(C)(C)C)c(O)c(C(C)(C)C)c1 (stereo not given) was read as TRPV1 ag 14, KCNH2 WT inh -11, Menin MLL FP TR -10%, USP2a inh -4%, KCNH2 3.1 inh 10, PKM2 activator inconclusive, CXXC DNA block -1%, Coupling enz -1, GALK inh 2%, B2AR arrestin 0.3% and Giardia killer 16.
`O=C(COC(=O)C1CCN(c2ccc(C(F)(F)F)cn2)CC1)c1ccc(Cl)cc1` gave TRPV1 ag 2, KCNH2 WT inh 7, USP2a inh 1%, KCNH2 3.1 inh 5, B2AR arrestin -0.4% and Giardia killer -15.
`CC(=O)Nc1ccc(S(=O)(=O)NCC(=O)OCC(=O)NNC(=O)c2ccccc2)cc1` gave TRPV1 ag 2, KCNH2 WT inh 1, USP2a inh 1%, KCNH2 3.1 inh -3, B2AR arrestin 0.4% and Giardia killer 2.
For C=CCn1c(COc2ccccc2)nnc1SCC(=O)O the results were TRPV1 ag -4, KCNH2 WT inh -5, Menin MLL FP TR 5%, USP2a inh 4%, KCNH2 3.1 inh -7, PKM2 activator 5%, CXXC DNA block -2%, Coupling enz 7, GALK inh -1%, B2AR arrestin 0.0% and Giardia killer -2.
O=C(NNC(=O)c1ccc(Cl)cc1Cl)c1cnccn1 was read as TRPV1 ag 0, KCNH2 WT inh 16, USP2a inh 4%, KCNH2 3.1 inh 11, PKM2 activator 1%, CXXC DNA block -2%, Coupling enz 1, GALK inh 9%, B2AR arrestin 0.1% and Giardia killer -8.
Screening C/C(=N\NC(=O)CSCc1ccc(Cl)cc1)c1ccc2c(c1)OCCO2 returned TRPV1 ag 7, KCNH2 WT inh -13, Menin MLL FP TR -27%, USP2a inh -2%, KCNH2 3.1 inh -6, PKM2 activator -1%, CXXC DNA block -2%, Coupling enz -1, GALK inh 5%, B2AR arrestin -0.1% and Giardia killer 0.
For CCCC1Cc2[nH]c(=O)c(C#N)cc2CO1 (stereo not given) the results were TRPV1 ag -4, KCNH2 WT inh -2, USP2a inh 9%, KCNH2 3.1 inh -11, PKM2 activator 2%, CXXC DNA block 4%, Coupling enz 0, GALK inh 1%, B2AR arrestin -0.6% and Giardia killer -6.
`CCOC(=O)N1CCN(C(=O)c2ccccc2N(Cc2ccccc2)S(=O)(=O)c2ccc(OC)cc2)CC1` gave TRPV1 ag 4, KCNH2 WT inh -32, Menin MLL FP TR inconclusive, USP2a inh 0%, KCNH2 3.1 inh -33, PKM2 activator 2%, CXXC DNA block 0%, Coupling enz 5, GALK inh 0%, B2AR arrestin 0.3% and Giardia killer -9.
CC(C)N1CCC(N2CCN(C/C=C/c3ccccc3)CC2CCO)CC1 (stereo not given) was read as TRPV1 ag -1, KCNH2 WT inh 1, Menin MLL FP TR 11%, USP2a inh -1%, KCNH2 3.1 inh -7, PKM2 activator -4%, CXXC DNA block 0%, Coupling enz 1, GALK inh 7%, B2AR arrestin -0.7% and Giardia killer -20.

An excerpt, so the mix of outcomes need not match the whole.
